Source: PubChem BioAssay
SENP8 inh = SENP8 protease inhibition | Q96LD8 | purified SENP8, Z-RLRGG-aminoluciferin cleavage, luminescence | inhibition, % at 10 µM | 330,000 compounds, 1.2% hits | AID 2540
Target sequence (Q96LD8 whole entry, looked up): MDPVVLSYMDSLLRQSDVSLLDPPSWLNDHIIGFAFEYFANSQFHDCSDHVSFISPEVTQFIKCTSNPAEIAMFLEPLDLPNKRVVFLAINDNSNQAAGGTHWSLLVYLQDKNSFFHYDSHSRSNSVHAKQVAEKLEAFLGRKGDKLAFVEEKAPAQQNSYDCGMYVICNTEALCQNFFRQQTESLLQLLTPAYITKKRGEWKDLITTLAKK
Gli-Sufu antag = antagonists of Gli-Sufu signaling; 340,000 compounds, 0.74% hits; AID 588413; Sufu-KO-LIGHT fibroblasts, Gli luciferase reporter luminescence; inhibition, % at 5 µM;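 active means inhibition above about 55%, limit read from the data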;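 further: 0% = DMSO-treated cells and 100% = wells with medium but no cells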
SENP7 inh = blocks the human protease SENP7. Q9BQF6. inhibition, % at 5 µM. 330,000 compounds, 1.5% hits. recombinant SENP7, Z-RLRGG-aminoluciferin luminescence, 40 min;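 active means inhibition above about 50% at the single test dose, limit read from the data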;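 further: plate controls were DMSO with enzyme for no effect and no enzyme buffer wells for full effect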
Jurkat NFkB inh = inhibitors of the PMA/ionomycin-induced NF-kB reporter in Jurkat cells | PMA/ionomycin-induced NF-kB luciferase reporter, luminescence | inhibition, % at 4 µM | 330,000 compounds, 0.53% hits | AID 435003
UBC13 polyUb = inhibitors of human UBC13 polyubiquitin chain formation; P61088; TR-FRET; inhibition, % at 20 µM; 330,000 compounds, 0.47% hits; AID 485273; in the data active means inhibition above about 45%, passing the limit was not always enough
Apaf-1 inh = human Apaf-1 inhibition; reconstituted apoptosome caspase-3 activity, DEVD-Rh110 fluorescence; inhibition, % at 20 µM; 330,000 compounds, 0.71% hits; active means inhibition of at least 40% at 20 µM;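 further: plate controls were DMSO wells for no effect and DEVD-CHO caspase inhibitor wells for full effect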
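Assay system – apoptosome proteins · Medium – Hepes buffer, pH 7.5 · Also added – cytochrome c with DEVD-Rh110 · Timing – 30 min compound preincubation, 50 min activation, room temperature · Detection – Rh110 fluorescence, excitation 480 nm, emission 540 nm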
HKDC1 inhibitor = inhibitors of human hexokinase HKDC1. Q2TB90. recombinant HKDC1, G6PDH/diaphorase resazurin coupled fluorescence. inhibition, % at 20 µM. 340,000 compounds, 0.16% hits;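 active means inhibition above about 35% when tested at 20 µM, limit read from the data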;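 further: plate controls were DMSO wells with enzyme for no effect and DMSO wells lacking enzyme for full effect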
Target sequence (Q2TB90 whole entry, looked up): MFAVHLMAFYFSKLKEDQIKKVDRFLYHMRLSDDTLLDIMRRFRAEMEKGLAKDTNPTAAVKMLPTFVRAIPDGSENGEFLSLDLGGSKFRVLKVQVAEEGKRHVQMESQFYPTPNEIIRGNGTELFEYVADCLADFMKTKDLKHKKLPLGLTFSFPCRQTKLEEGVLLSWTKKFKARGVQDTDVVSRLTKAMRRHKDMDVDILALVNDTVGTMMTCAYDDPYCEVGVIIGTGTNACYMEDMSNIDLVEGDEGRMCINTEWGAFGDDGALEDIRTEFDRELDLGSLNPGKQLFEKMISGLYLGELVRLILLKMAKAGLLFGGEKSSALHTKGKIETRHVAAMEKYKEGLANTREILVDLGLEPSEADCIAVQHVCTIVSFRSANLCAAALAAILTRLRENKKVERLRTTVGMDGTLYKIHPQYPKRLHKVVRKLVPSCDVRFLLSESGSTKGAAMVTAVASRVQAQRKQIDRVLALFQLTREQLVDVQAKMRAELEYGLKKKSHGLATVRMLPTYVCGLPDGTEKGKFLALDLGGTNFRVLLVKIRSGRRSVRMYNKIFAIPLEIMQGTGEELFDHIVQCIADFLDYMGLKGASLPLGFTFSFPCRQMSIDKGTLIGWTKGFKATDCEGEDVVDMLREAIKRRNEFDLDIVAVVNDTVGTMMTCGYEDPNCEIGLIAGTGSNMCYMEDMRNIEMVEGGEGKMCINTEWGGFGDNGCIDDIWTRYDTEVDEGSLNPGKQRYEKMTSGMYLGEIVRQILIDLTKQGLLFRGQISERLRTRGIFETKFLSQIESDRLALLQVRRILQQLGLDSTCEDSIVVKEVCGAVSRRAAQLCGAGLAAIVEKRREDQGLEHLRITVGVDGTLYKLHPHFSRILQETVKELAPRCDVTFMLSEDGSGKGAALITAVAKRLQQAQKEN
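Test system: HK5 enzyme. Quantity: 5 µg/mL HK5 final. Reagent: glucose and ATP substrates. Schedule: 90 min reaction incubation at room temperature, dark. Technique: resazurin-to-resorufin fluorescence via G6PDH and diaphorase coupling, 525/613 nm. Control set: DMSO wells with and without enzyme mix.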
697 NFkB inh = lowers PMA/ionomycin-induced NF-kB signal in 697 B cells | inhibition, % at 4 µM | 330,000 compounds, 0.33% hits | AID 435022 | 697 B-cell NF-kB luciferase reporter, 16 h; in the data active means inhibition above about 35%
An asterisk follows results filed as active; · = no result given. Unless noted, no stated cut-off is given here; in the data, active means inhibition above about 50%; inactive means the rest.

SMILES	SENP8 inh	Gli-Sufu antag	SENP7 inh	Jurkat NFkB inh	UBC13 polyUb	Apaf-1 inh	HKDC1 inhibitor	697 NFkB inh
COc1ccccc1/C=C/C(=O)Nc1cccnc1Cl	10	4	1	-57	1	2	-2	-23
O=[N+]([O-])c1cc(S(=O)(=O)N2CCCC2)ccc1NN=C1CCCCC1	-10	-3	-1	4	-31	10	-8	-31
COc1ccc(C(=O)Nc2c(C)csc2C(=O)O)cc1	3	0	1	7	3	-2	-5	11
Cn1c(=O)n(C)c2cc(NS(=O)(=O)c3ccccc3[N+](=O)[O-])ccc21	-11	3	15	13	-5	5	-7	8
CC(C)(C)c1nnc(N/N=C/c2ccccc2)n(N)c1=O	-12	-13	-4	2	-12	5	-3	15
CC(=O)N1CCSc2ccc(S(=O)(=O)Nc3ccccc3C)cc21	0	36	2	-6	-11	20	-1	-36
CCN1CCN(C(=O)CN(C)S(=O)(=O)c2ccc(OC)cc2)CC1	-1	1	3	-2	5	0	0	11
COC(=O)c1cccc(N2CCCC2=O)c1	-5	10	0	3	-2	-3	-5	5
O=C(c1ccc(-c2ccc([N+](=O)[O-])cc2)o1)N1CCN(S(=O)(=O)c2cccs2)CC1	6	9	2	4	-38	-15	-1	20
CCOc1ccc(NC(=O)CN(C)C(=O)c2sccc2-c2ccccc2)cc1OCC	-9	-36	-3	-7	-8	7	-12	-9
Cc1ccc(C2=NNC(c3ccc(Cl)cc3)=Nc3ccccc32)o1	-2	-5	0	-19	-20	10	20	-62
CCc1ccc(S(=O)(=O)n2c(C)nc3ccccc32)cc1	-6	27	10	-7	-3	-9	-2	-9
CCOC(=O)c1ccc(CN(Cc2ccccc2)S(=O)(=O)c2cccc([N+](=O)[O-])c2)cc1	-1	-7	4	6	4	11	-6	0
COc1ccc(NC(=O)CCC(=O)OCc2ccc([N+](=O)[O-])cc2)cc1	-15	-9	-2	-11	-19	-5	-9	-11
CC(=O)Nc1ccc(C(=O)NNC(=O)C2C3CCCCC32)cc1 (centres undefined)	-1	12	-3	7	0	-5	-2	7
CCN(CC)CCN1C(=O)C(O)=C(C(=O)c2cc3ccccc3o2)C1c1cccnc1 (centres undefined)	-5	5	-1	5	-8	-6	7	-19
CCCN(C(=O)COC(=O)CSc1ccc([N+](=O)[O-])cc1)C1CCS(=O)(=O)C1 (centres undefined)	2	9	-1	5	0	-10	6	13
Cn1cnnc1SC1c2cccc3cccc(c23)C1NS(=O)(=O)c1ccccc1 (centres undefined)	-3	4	2	-10	1	13	-49	14
COc1ccc(NC(=O)CSc2nc3[nH]ncc3c(=O)[nH]2)c(OC)c1	-1	-6	6	9	-8	-1	-5	8
O=c1[nH]c(C2CCN(S(=O)(=O)/C=C/c3ccccc3)CC2)nc2c1nnn2Cc1ccccc1	1	11	-4	9	6	28	-1	-3
COc1ccccc1CN(C)C(=O)CN1C(=O)c2ccccc2C1=O	3	17	0	-12	5	4	-4	-9
Cn1c(=O)cc(SCC(=O)NCCC2=CCCCC2)c2ccc(Cl)cc21	0	2	6	3	14	8	-8	12
Cc1ccc2[nH]c3c(=O)n(CCCN4CCOCC4)cnc3c2c1	1	5	-4	-9	-6	14	-2	-24
Cc1ccc(C(c2ccc(C)o2)c2cccc([N+](=O)[O-])c2O)o1	-3	0	-6	5	-19	9	13	22

In the list so far, four have a furan ring, fused or not:
SMILES	SENP8 inh	Gli-Sufu antag	SENP7 inh	Jurkat NFkB inh	UBC13 polyUb	Apaf-1 inh	HKDC1 inhibitor	697 NFkB inh
O=C(c1ccc(-c2ccc([N+](=O)[O-])cc2)o1)N1CCN(S(=O)(=O)c2cccs2)CC1	6	9	2	4	-38	-15	-1	20
Cc1ccc(C2=NNC(c3ccc(Cl)cc3)=Nc3ccccc32)o1	-2	-5	0	-19	-20	10	20	-62
CCN(CC)CCN1C(=O)C(O)=C(C(=O)c2cc3ccccc3o2)C1c1cccnc1 (centres undefined)	-5	5	-1	5	-8	-6	7	-19
Cc1ccc(C(c2ccc(C)o2)c2cccc([N+](=O)[O-])c2O)o1	-3	0	-6	5	-19	9	13	22

(list continues)
SMILES	SENP8 inh	Gli-Sufu antag	SENP7 inh	Jurkat NFkB inh	UBC13 polyUb	Apaf-1 inh	HKDC1 inhibitor	697 NFkB inh
Cc1cccc(C)c1NC(=O)C1(NC(=O)c2cnccn2)CCCCC1	-1	-12	-4	-1	2	10	-4	12
COc1ccc(Oc2cccc(Cl)c2CNC(=O)CSCC(=O)O)cc1	-2	-1	6	-1	3	6	-4	7
[O-][n+]1ccccc1/C=C/c1ccccc1	-2	1	12	-5	-13	-10	-6	-6
Cc1ccc(SC(C)c2nc(-c3ccccc3)no2)cc1 (centres undefined)	-7	2	-15	-34	-2	-247	0	-29
C/C(=N\S(=O)(=O)c1ccc(C)cc1)Nc1cc(C(C)C)c(O)cc1C	6	-4	12	4	4	-6	6	12
CN(Cc1c(F)cccc1Cl)C(=O)c1cc2ccccc2o1	-4	-9	4	2	10	17	-7	8
CC1CN(C(=S)Nc2cccc(Cl)c2)CC(C)O1 (centres undefined)	-5	43	7	1	-6	7	-3	-14
Oc1oc(-c2ccc(Br)cc2)nc1/C=N/c1ccccn1	-8	-13	-4	-56	0	-8	-13	-7
NC(=O)CSc1nc2scc(-c3ccco3)c2c(=O)n1-c1ccccc1	5	2	3	3	-10	0	2	9
Cc1cccc(C(=O)OCC(=O)N2CCN(C(=O)c3ccco3)CC2)c1O	1	-2	1	3	2	-9	-4	9
O=C(CSc1nc2ccccc2o1)N1c2ccccc2Sc2ccc(Cl)cc21	-7	10	-7	-9	-10	17	19	16
CCCn1nnc(NC(=O)C(C)Oc2ccc(Cl)cc2Cl)n1 (centres undefined)	-4	-2	4	-6	4	3	-1	10
Cc1ccc([N+](=O)[O-])cc1N=Nc1c(C)[nH]n(C(N)=S)c1=O	1	9	-2	-4	-6	-2	-23	2
C#CCOCCOCCOCCNc1nc(N2CCN(C(=O)CCCCCCCCCCNC(=O)Cn3cc(C[C@@H](C)O)nn3)CC2)nc(N2CCN(C(=O)CCCCCCCCCCNC(=O)Cn3cc(C[C@@H](C)O)nn3)CC2)n1	-1	21	-9	9	37	27	-1	-5
Cc1oc(-c2ccc(Cl)cc2)nc1CS(=O)CC(=O)NCCCN1CC(C)CC(C)C1 (centres undefined)	4	13	-5	24	6	2	-3	-4
COC(=O)c1ccc(CSc2nc3c(cnn3-c3ccc(C)cc3)c(=O)[nH]2)o1	-2	12	1	18	6	-14	-7	9
CN(C)c1ccc(S(=O)(=O)N2CCCCC2)cc1NC(=O)C1=NN(c2ccccc2)C(=O)CC1	2	15	-1	-17	-9	15	-2	-24
CC(=O)Nc1cccc(/C(C)=N/NC(=O)c2ccc3c(c2)OCO3)c1	-9	-37	-8	-29	-8	-3	12	-26
O=C(Nc1ccc(S(=O)(=O)N2CCCCC2)cc1)c1ccc(CN2CCc3ccccc3C2)cc1	1	-6	-6	80*	3	14	-7	10
CCOc1ccc(S(=O)(=O)N(CC(=O)N/N=C/c2ccc(-c3ccc([N+](=O)[O-])cc3)o2)c2ccccc2)cc1	8	2	3	24	-20	37	22	21
CCOC(=O)[C@@H]1[C@H]2COc3ccccc3[C@@H]2N2C(=O)N(c3ccc(F)cc3)C(=O)[C@]12C	-4	6	12	-4	-4	0	-5	16
CCN1CCN(CCC(=O)Nc2ccc(C)cc2)CC1	-13	-6	-11	-17	0	5	-8	-9
COc1ccc(Nc2nc(Cl)nc(NCc3ccco3)n2)c(OC)c1	-5	1	-3	19	12	16	3	-16
COC(=O)N/N=C/c1cn(CCOc2cccc(OC)c2)c2ccccc12	2	6	1	14	9	9	1	16
Cc1cccc(NC(=O)CCNS(=O)(=O)c2cccc3nsnc23)c1C	-1	-16	5	1	1	8	-1	-1
Cn1c(=O)oc2cc(S(=O)(=O)Nc3ccccc3F)ccc21	-3	0	-5	-10	-1	0	-2	4
O=C(COC(=O)Cc1ccccc1F)NCc1ccc(Cl)cc1	5	-14	0	5	16	-4	3	8
O=C(NC(CSCc1ccccc1)C(=O)N/N=C/c1ccc(O)cc1O)c1ccc([N+](=O)[O-])cc1 (centres undefined)	0	76*	5	50	-28	0	-39	-7
Cn1c(N/N=C/c2cccs2)cc(=O)n(C)c1=O	-12	24	0	3	-20	14	-5	10
OC(CNCc1ccc(F)cc1)(c1ccc(F)cc1)c1ccc(F)cc1	5	-1	-4	-9	7	2	2	6
Nc1nc(Nc2ccc(Cl)cc2)nc2ccccc12	95*	-108	97*	-181	13	9	2	-440
O=C(CSc1nnc(Cc2ccccc2)n1Cc1ccco1)NC1CCCC1	1	7	-3	16	9	-3	-7	13
CC#CCN1c2ccccc2[C@]23C[C@@H](C(=O)OC)N(C(=O)c4ccc(Br)cc4)C2=NC(C(=O)OC)=C(C(=O)OC)[C@H]13	-12	0	-22	4	-14	9	0	13
Cc1cc(O)c(Sc2ncn[nH]2)cc1NS(=O)(=O)c1ccc(Cl)cc1	0	-1	8	-18	6	-1	2	-21
COc1cc(/C=N/NC(=O)C(=O)N2CCCCCC2)ccc1O	-5	-17	-3	9	0	5	-2	8
COc1ccccc1-n1ccnc(SCC(=O)NC2CCCC2)c1=O	6	3	3	-7	-8	9	-1	2

The final 4 records of the section above come first, to join the parts:
SMILES	SENP8 inh	Gli-Sufu antag	SENP7 inh	Jurkat NFkB inh	UBC13 polyUb	Apaf-1 inh	HKDC1 inhibitor	697 NFkB inh
CC#CCN1c2ccccc2[C@]23C[C@@H](C(=O)OC)N(C(=O)c4ccc(Br)cc4)C2=NC(C(=O)OC)=C(C(=O)OC)[C@H]13	-12	0	-22	4	-14	9	0	13
Cc1cc(O)c(Sc2ncn[nH]2)cc1NS(=O)(=O)c1ccc(Cl)cc1	0	-1	8	-18	6	-1	2	-21
COc1cc(/C=N/NC(=O)C(=O)N2CCCCCC2)ccc1O	-5	-17	-3	9	0	5	-2	8
COc1ccccc1-n1ccnc(SCC(=O)NC2CCCC2)c1=O	6	3	3	-7	-8	9	-1	2
O=C(c1cc(Sc2cccc(Cl)c2)nc2ccccc12)N1CCN(c2ccccn2)CC1	4	32	7	4	6	-1	0	7
O=C(Cn1cnc2c(nnn2Cc2ccc(F)cc2)c1=O)N1CCCCC1	-10	-4	0	10	3	-22	1	14
O=C(/C=C/c1ccccc1)N1CCN(C(=O)c2ccco2)CC1	3	1	0	-4	-4	-3	-7	13
Cc1cccnc1NC1CCCCC1	-3	-12	-4	14	12	-8	-8	4
COC(=O)c1cc(C(=O)OCC(=O)c2ccc3c(c2)NC(=O)CO3)cc([N+](=O)[O-])c1	-8	-10	10	4	-2	33	-2	-10
Cc1cc(C)n(CCCNC(=O)c2ccc(C)o2)n1	-11	4	-7	-9	-10	10	-6	-11
CCN(CC)S(=O)(=O)c1ccc2nc(CCl)[nH]c2c1	3	-14	3	11	5	-3	1	19
S=c1[nH]nc(CN2CCCCC2)n1Cc1ccccc1	-5	30	-12	-11	-5	-6	-4	1
O=[N+]([O-])c1cc(/C=N\Nc2ccccn2)ccc1Cl	-13	5	-13	-27	-11	-7	6	-31
Cc1cccc(NC(=O)c2ccccc2NC(=O)Cc2ccccc2)c1C	-4	4	-13	9	-7	-6	-6	5
Cc1ccc(C2(C(F)(F)F)NC(=O)N3CCN=C3S2)cc1 (centres undefined)	2	7	0	-8	4	-9	-5	10
O=C(CSc1ncnc2scc(-c3ccccc3)c12)Nc1ccc(C(=O)O)cc1	-12	-3	-5	5	-15	-2	0	12
COc1cccc(C2=NOC(C(=O)Nc3cccc(C(C)=O)c3)C2)c1 (centres undefined)	4	18	-5	4	8	-19	1	10
Cc1cc(NC(=O)CSc2nnc(-c3ccncc3)n2Cc2ccccc2)n(-c2ccccc2)n1	2	7	0	-16	1	0	6	17
O=c1[nH]c(C2CCN(S(=O)(=O)c3ccc(F)cc3)CC2)nc2c1nnn2Cc1ccc2c(c1)OCCO2	-8	10	-18	-9	-4	13	5	-11
O=C(Nn1c(Cc2cccs2)nc2ccccc2c1=O)c1cccs1	3	-1	-2	-2	11	-1	-2	12
Cc1cc(NC(=O)c2ccccc2)ccc1NC(=O)c1ccccc1Cl	9	·	4	3	6	6	2	-7
COC(=O)CCC(=O)NC(=S)Nc1ccc(S(=O)(=O)Nc2cc(C)on2)cc1	-10	1	-16	-3	-1	0	-5	-7
CCC/C(=C1/c2ccccc2C(=O)N1c1ccccc1)c1ccc2[nH]ccc2c1	-17	20	-6	7	-5	19	2	13
